High-throughput results: PubChem, The Scripps Research Institute Molecular Screening Center
FBW7 act – human FBW7 E3 ligase activation, primary screen; normalized activity (activation), % at 26.1 µM; AID 1259310; Q969H0; AlphaScreen FBW7–phospho-cyclin E peptide binding, activator screen; hit rate 0.13% among 650,000; in the data active = normalized activity above about 1.9%;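 also: purified mutant Fbw7 with reduced substrate affinity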
GPR151 ag – activators of human GPR151. activation, % at 11.2 µM. hit rate 1% among 650,000. PathHunter beta-arrestin GPR151 cells, luminescence. AID 1508602. Q8TDV0; in the data active = activation above about 4.9%;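 also: 0% = median of compound wells and 100% = cells with positive control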
Target sequence (Q8TDV0 whole entry, looked up): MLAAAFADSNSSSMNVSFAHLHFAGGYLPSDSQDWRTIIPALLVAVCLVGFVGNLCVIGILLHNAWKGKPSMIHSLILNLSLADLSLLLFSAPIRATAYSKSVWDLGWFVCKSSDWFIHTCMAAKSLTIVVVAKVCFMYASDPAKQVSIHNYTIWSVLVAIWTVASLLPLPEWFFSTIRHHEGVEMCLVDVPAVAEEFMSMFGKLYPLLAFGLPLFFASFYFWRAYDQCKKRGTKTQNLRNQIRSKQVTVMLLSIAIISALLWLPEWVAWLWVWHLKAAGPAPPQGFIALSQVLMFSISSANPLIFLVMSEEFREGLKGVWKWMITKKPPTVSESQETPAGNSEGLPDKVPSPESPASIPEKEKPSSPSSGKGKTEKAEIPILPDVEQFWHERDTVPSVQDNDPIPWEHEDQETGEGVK
MITF primary – human MITF inhibition, primary screen. O75030. AID 1259374. inhibition, % at 2.6 µM. AlphaScreen MITF homodimerization, bead proximity signal. hit rate 0.91% among 650,000; in the data active = inhibition above about 50%;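 also: 0% = vehicle wells with protein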
Target sequence (O75030 whole entry, looked up): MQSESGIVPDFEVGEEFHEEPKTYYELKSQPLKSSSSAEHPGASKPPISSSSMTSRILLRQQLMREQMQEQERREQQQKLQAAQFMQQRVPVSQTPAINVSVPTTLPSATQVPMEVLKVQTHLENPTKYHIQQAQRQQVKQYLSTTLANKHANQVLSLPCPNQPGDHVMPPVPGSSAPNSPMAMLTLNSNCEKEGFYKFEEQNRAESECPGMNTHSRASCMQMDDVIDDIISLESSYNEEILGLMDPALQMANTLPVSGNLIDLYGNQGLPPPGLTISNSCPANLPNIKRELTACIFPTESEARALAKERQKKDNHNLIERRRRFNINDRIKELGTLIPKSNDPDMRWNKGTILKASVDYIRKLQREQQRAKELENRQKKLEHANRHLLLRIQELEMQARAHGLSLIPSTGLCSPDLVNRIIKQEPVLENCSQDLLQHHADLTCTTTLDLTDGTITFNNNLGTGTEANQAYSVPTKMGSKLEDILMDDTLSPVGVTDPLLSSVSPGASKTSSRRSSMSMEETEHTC
TEAD-YAP inh – TEAD-YAP interaction inhibition | AID 1259422 | hit rate 1.4% among 640,000 | inhibition, % at 9.12 µM | HEK-TIYL cells, TEAD-Gal4/YAP UAS-luciferase luminescence; in the data active = inhibition above about 32%;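 also: 0% = median of test compound wells and 100% = reference inhibitor wells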
The depositor's hits bear a star; & = joins results of further samples.

The opening 7 compounds, ahead of the listing:
SMILES | FBW7 act | GPR151 ag | MITF primary | TEAD-YAP inh
CC1(C)Nc2ccccc2-c2c1ssc2=Nc1ccc(S(N)(=O)=O)cc1 | 0.3 | 0.0 | 10 | 10
COc1cccc2cc(C(=O)NCCn3nc(C)cc3C)oc12 | -0.2 | -0.1 | -6 | 5
O=C(OCC(=O)c1ccccc1Br)c1ccc([N+](=O)[O-])o1 | 0.7 | -0.6 | 7 | 10
c1ccc2c(c1)CCN(Cc1ccc3c(c1)CN(Cc1nccs1)CCO3)C2 | 0.2 | 0.9 | 8 | 4
CCNC(=O)c1ccc(COc2cccc3c2OC(C)(C)C3)cc1 | 0.2 | -0.5 | 0 | 14
O=C(CCC(=O)OCC(=O)c1ccc(F)cc1)Nc1cccc([N+](=O)[O-])c1 | 0.1 | 0.6 | -12 | 3
CC1(C)CC(=O)C2=C(C1)NC1=C(C(=O)CC(C)(C)C1)C2c1ccc(Cl)cc1Cl | 0.0 | 0.8 | 1 | -2

The list itself, from the first entry:
SMILES | FBW7 act | GPR151 ag | MITF primary | TEAD-YAP inh
CC1(C)Nc2ccccc2-c2c1ssc2=Nc1ccc(S(N)(=O)=O)cc1 | 0.3 | 0.0 | 10 | 10
COc1cccc2cc(C(=O)NCCn3nc(C)cc3C)oc12 | -0.2 | -0.1 | -6 | 5
O=C(OCC(=O)c1ccccc1Br)c1ccc([N+](=O)[O-])o1 | 0.7 | -0.6 | 7 | 10
c1ccc2c(c1)CCN(Cc1ccc3c(c1)CN(Cc1nccs1)CCO3)C2 | 0.2 | 0.9 | 8 | 4
CCNC(=O)c1ccc(COc2cccc3c2OC(C)(C)C3)cc1 | 0.2 | -0.5 | 0 | 14
O=C(CCC(=O)OCC(=O)c1ccc(F)cc1)Nc1cccc([N+](=O)[O-])c1 | 0.1 | 0.6 | -12 | 3
CC1(C)CC(=O)C2=C(C1)NC1=C(C(=O)CC(C)(C)C1)C2c1ccc(Cl)cc1Cl | 0.0 | 0.8 | 1 | -2
Cc1cc(=O)oc2cc(OCC(O)Cn3c(C)nc4ccccc43)ccc12 (stereo not given) | -0.1 | 2.9 | -6 | 50*
O=C(C(=O)N1CCN(C(=O)c2ccco2)CC1)c1c(-c2ccccc2)cc2ccccn12 | 0.0 | 0.0 | 3 | 42*
O=C(CSc1ncnc2c1oc1ccccc12)NCc1ccco1 | 0.0 | -0.5 | -4 | -13
Cc1cc2nn(-c3ccccc3)nc2cc1NC(=O)COc1ccccc1 | -0.2 | -1.1 | 13 | -5
COc1ccc(CCNc2cc(C)nc(Nc3cnccn3)n2)cc1 | 0.1 | -0.2 | 8 | -6
O=S(=O)(NCCCO)c1ccc2c(c1)C(=NO)c1cc(S(=O)(=O)NCCCO)ccc1-2 | 0.2 | 0.5 | -12 | -19
Cc1ncc([N+](=O)[O-])n1CCO | 0.4&-0.2&0.4 | 0.3&0.9&0.6 | 7&4&19 | 5&-6
COc1ccc(S(=O)(=O)NC(C)c2ccc3ccccc3c2)cc1 (stereo not given) | -0.1 | 0.0 | -1 | 0
Cc1ccccc1OCc1nc(SCC(=O)NC23CC4CC(CC(C4)C2)C3)n[nH]1 | -0.1 | 1.5 | 1 | -3
Cc1cnc(CNc2ncc(-c3ccc(OC(F)(F)F)cc3)cn2)cn1 | 0.3 | -2.0 | 11 | -2
O=C(Cn1c(=O)oc2cc(S(=O)(=O)NC3CCCC3)ccc21)N1CCCCCC1 | -0.1 | -0.4 | -2 | 0
CC1(C)Cc2c(sc3ncn4nc(Cc5ccccc5)nc4c23)CO1 | 1.0 | -1.8 | 21 | 2
Cc1ccc(C(=O)O)cc1NC(=O)c1cccc(C(=O)Nc2cc(C(=O)O)ccc2C)c1 | 0.8 | -1.0 | 14 | 1
O=C(N1CCC(n2nnc3ccccc3c2=O)CC1)C1(c2ccccc2)CC1 | -0.1 | 0.3 | 17 | -1
Cc1cc(C)n2nc(C(=O)NCc3ccccc3F)nc2n1 | -0.1 | -1.4 | -7 | -9
Cc1nn(C)c(C)c1-c1nc(NCc2cccc(C(F)(F)F)c2)c2ncn(C(C)C)c2n1 | 0.0 | 1.3 | 9 | -15
O=C1N(CN2CCCCC2)c2ccccc2C12OCCO2 | 0.1 | 2.0 | -4 | -2
O=C(CCC1CCCN(c2ncccn2)C1)NCc1ccccc1F (stereo not given) | -0.1 | -1.0 | 11 | 10
CC(=O)c1cccc(S(=O)(=O)N2CCC(n3nnc4cc(F)ccc43)CC2)c1 | 0.4 | 0.1 | 3 | -4
O=C(CN1C(=O)NC(Cc2ccccc2)(Cc2ccccc2)C1=O)NCc1cccs1 | -0.1 | 1.8 | 2 | 6
CC1CC(=O)N(CC(=O)NCCc2ccccc2)c2ccccc2S1 (stereo not given) | 0.5 | -0.2 | 16 | 3
CN=c1scc(C)n1/N=C/c1cc(Br)c(O)c(Br)c1 | -0.2 | 0.3 | 5 | -3
O=C(Cn1c(=O)oc2cc(Cl)ccc21)N1CCN(c2ccc(F)cc2)CC1 | 0.0 | 1.5 | -3 | 0

Single records, as listed above.
Shown for `Cc1cc(C)n2nc(C(=O)NCc3ccccc3F)nc2n1` = FBW7 act = -0.1; GPR151 ag = -1.4; MITF primary = -7; TEAD-YAP inh = -9
Shown for `O=C(CCC1CCCN(c2ncccn2)C1)NCc1ccccc1F` (stereo not given) = FBW7 act = -0.1; GPR151 ag = -1.0; MITF primary = 11; TEAD-YAP inh = 10

Further compounds:
SMILES | FBW7 act | GPR151 ag | MITF primary | TEAD-YAP inh
CCSc1nc2sccn2c(=O)c1C(=O)Nc1ccc(SC)cc1C | -0.2 | 1.1 | 5 | 2
O=C(Nc1ccccc1)Nc1ccc(F)cc1 | 0.1 | -3.3 | 6 | -38
C/C=C(\C)CN1CCC(n2nccc2NC(=O)CCCc2ccccc2)CC1 | 1.0 | 0.7 | 7 | 2
N/N=C(/c1ccc(Br)cc1)C12CN3CN(CN(C3)C1)C2 | 0.0 | -0.3 | -9 | -10
Cc1ccc(-c2csc(NC(=O)CC(C)(C)C)n2)cc1 | -0.1 | 1.7 | -3 | -54
CS(=O)(=O)c1cccc(C(=O)Nc2nnc(-c3ccccc3Cl)o2)c1 | -0.7 | -7.1 | 19 | -22
CN(C)S(=O)(=O)c1ccc(C(=O)Nc2c3c(nn2-c2cccc(Cl)c2)CS(=O)C3)cc1 (stereo not given) | 0.3 | -1.5 | 6 | -12
COC(=O)c1ccc(-c2ccc(/C=C3\C(=O)NC(=O)C(C#N)=C3C)o2)cc1 | -0.4 | 0.5 | 6 | -11
CCOC(=O)N1CCN(C2CC(=O)N(c3ccc(F)cc3)C2=O)CC1 (stereo not given) | -0.1 | 0.1 | -14 | 1
CN(C)C(=O)CC1C(=O)NCCN1Cc1cccc(Oc2ccccc2)c1 (stereo not given) | -0.2 | -0.8 | -5 | -4
COc1ccc(CCNC(=O)c2ccc3nc(Nc4ccc(C(F)(F)F)cc4)sc3c2)cc1 | 0.2 | 4.1 | -1 | -30
CC(=O)Nc1ccc(S(=O)(=O)N[C@@H](C)C(=O)Nc2ccc(N3CCOCC3)cc2)cc1 | -0.2 | 0.1 | -9 | -5
CC(C)n1c(Nc2ccc3ncccc3c2)nc2c(NCc3cccc(C(F)(F)F)c3)ncnc21 | 0.0 | 1.3 | -11 | 0
Cc1ccc(NC(=O)c2ccc(F)c3ccccc23)cc1Cl | -0.1 | -0.7 | 0 | -17
Cc1c(C=C2C(=O)N(C)C(=O)N(C)C2=O)c2ccccc2n1Cc1cccc(F)c1 | -0.7 | 0.4 | -10 | -17
O=C1NC2(CCCCC2)N=C1c1ccc(Cl)cc1 | -0.1 | 0.0 | -9 | 5
O=C(CSc1ccccc1)NCCCc1ccccc1 | 0.1 | 1.3 | -2 | -18
O=c1c(CN2CCC[C@H]2CO)cc2cc3c(cc2n1Cc1ccccn1)CCC3 | 0.7 | 0.3 | 18 | 1
COc1ccc(C)cc1Nc1ncnc2sc(C)c(C)c12 | 0.0 | 1.8 | -2 | 2
Cn1c(SCc2ccc(Cl)cc2Cl)nnc1-c1cnccn1 | 0.0 | -1.5 | 0 | -1
CCN(CC)C(=O)c1ccc(Sc2ccc(Br)cc2)c([N+](=O)[O-])c1 | -0.2 | 1.1 | 3 | 5
CN(C)c1ccc(/C=C/C(=O)/C=C/c2ccco2)cc1 | 0.6 | -0.7 | 63* | -4
O=C(NCCc1cccs1)c1ccc2c(c1)CC(c1nc3ccc(-c4cn[nH]c4)cc3c(=O)[nH]1)CO2 (stereo not given) | 0.1 | 1.0 | 19 | 1
NC(=O)Cn1c(=O)n(CCC(=O)NCc2ccc3c(c2)OCO3)c(=O)c2ccccc21 | 0.2 | -0.5 | 12 | -5
COC(=O)C1=C(C)Nc2ncnn2C1c1cccnc1 (stereo not given) | 0.1 | -1.2 | 0 | -3
O=C(NC1=NN(c2c(Cl)cc(Cl)cc2Cl)C(=O)/C1=C/c1ccc(O)cc1)c1cccc([N+](=O)[O-])c1 | -0.4 | -0.6 | 21 | 2
Cc1ccc(N2C(=O)c3ccccc3NC2c2ccc3c(c2)OCO3)cc1 (stereo not given) | 0.1 | -2.1 | 14 | -52
CC(=O)Oc1cccc(/C=C2/N=C(c3cccc4ccccc34)OC2=O)c1 | -0.1 | 0.2 | -2 | -3
Cc1ccc(NC(=O)c2sc3nc4c(cc3c2N)C(=O)CCC4)cc1C | 0.2 | 0.7 | 1 | 65*
c1ccc(Oc2cc(NCc3cccnc3)ncn2)cc1 | 0.0 | 0.6 | 1 | -4
O=S(=O)(NCC(c1ccco1)S(=O)(=O)c1ccccc1)c1ccccc1 (stereo not given) | -0.1 | 0.1 | 1 | -4
N#Cc1cc(NC(=O)c2cccs2)c(=O)n2nc(N3CCOCC3)n(-c3ccccc3)c12 | 0.0 | 0.4 | 2 | 0
COc1ccc(CC2(CCC(=O)N3CCCCC3CO)CCC(=O)N2)c2ccccc12 (stereo not given) | -0.1 | -0.6 | 2 | -6
Nc1ccccc1C(=O)OCC(=O)N1CCCCC1 | 0.2 | -2.4 | -3 | -32
COc1cc(/C=c2\sc3nc(-c4cccs4)nn3c2=O)ccc1OCc1ccccc1 | 0.0 | 0.3 | 3 | 13
Cc1ccc(C2(C)NC(=O)N(CC(=O)Nc3cc(C)on3)C2=O)cc1 (stereo not given) | -0.1 | -1.1 | -9 | -2
N#CCOc1ccc2c(-c3cc4ccccc4oc3=O)cc(=O)oc2c1 | 0.1 | 3.8 | -1 | -11
CCN(CC)c1ccc(NS(=O)(=O)c2ccc(Br)cc2)cc1 | -0.3 | -0.3 | 6 | 6
CSc1nc2ccc(N=C3C(=O)Nc4ccc([N+](=O)[O-])cc43)cc2s1 | -0.4 | -0.7 | 3 | -25
O=C1c2ccccc2C(=O)N1CSC1=NCCS1 | -0.3 | 0.2 | 3 | 5
Cc1ccc2c(CC(=O)N3CCc4ccccc4C3)cc(=O)oc2c1 | 0.2 | -1.0 | 16 | 0
CCOc1ccccc1CN1CCN(Cc2ccc(COC)o2)CC1CCO (stereo not given) | 0.0 | -0.3 | -14 | -8
COc1ccc(NC(=O)OCC(C)C)cc1OC | 0.8 | -0.2 | 4 | -29
O=C(CSc1nnc(Cc2ccccc2)o1)c1cc(F)ccc1F | 0.4 | -0.9 | -8 | 4
Cn1cc(CN2CCCN(C=O)CC2)c(-c2ccc(C3CCCCC3)cc2)n1 | 0.3 | 1.1 | 24 | 3

Quoted from the listing.
Value of `Cn1cc(CN2CCCN(C=O)CC2)c(-c2ccc(C3CCCCC3)cc2)n1` in TEAD-YAP inh: 3
Value of `N#Cc1cc(NC(=O)c2cccs2)c(=O)n2nc(N3CCOCC3)n(-c3ccccc3)c12` in TEAD-YAP inh: 0

Next results
SMILES | FBW7 act | GPR151 ag | MITF primary | TEAD-YAP inh
CN(C)CCSc1nc2ccccc2[nH]1 | -0.1 | -0.3 | 1 | 4
O=C(N=C1SCC(=O)N1c1ccccc1Cl)c1ccccc1 | 0.1 | 0.2 | -21 | -44
OC(C#CC(O)(c1ccccc1)c1ccccc1)c1cccnc1 (stereo not given) | 0.0 | 0.2 | 7 | 6
O=[N+]([O-])c1ccc(CSc2nnc(-c3ccccn3)o2)cc1 | 0.0 | -0.4 | -6 | -5
CC1(C)CC(Nc2nc3nonc3nc2NC2CCCC2)CCO1 (stereo not given) | -0.2 | 2.1 | 11 | -4
